S100A4 inh HTS: inhibitors of human S100A4 binding to myosin IIA peptide; P26447; S100A4/TAMRA-MyoIIA peptide fluorescence polarization; inhibition, % at 10.7 µM; 360,000 tested, 0.14% active;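 active means mean inhibition of at least 70% across replicates, with every replicate also reaching that level; inconclusive means mean inhibition reaches 70% but some replicates fall short; inactive means mean inhibition below 70%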
Target sequence (P26447 whole entry, looked up): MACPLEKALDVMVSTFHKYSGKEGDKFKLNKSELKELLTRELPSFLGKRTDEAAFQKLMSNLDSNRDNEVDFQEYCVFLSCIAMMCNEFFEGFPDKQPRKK
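Compound dosing: one dose per compound; test system: human S100A4 monomer with TAMRA-labelled myosin IIA peptide; probe or stimulus: TAMRA-labelled myosin IIA heavy-chain peptide probe, 5 nM; medium: HEPES buffer with Ca2+, pH 7.2; schedule: 5 min incubation before reading; benchmarks: neutral control DMSO, positive control TFP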
Xi reactivation: reactivates the inactive X chromosome in mouse fibroblasts | XiGFP mouse fibroblasts, % GFP-positive cells imaging, 3 d; cells co-treated with 5-aza-dC sensitizer; scaled so ellipticine positive control = 100% | activation, % at 7.58 µM | 360,000 tested, 0.055% active | AID 743238;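 active means mean normalized replicate activation at least 10% and every replicate at or above 10%; inconclusive means only one of the two criteria met; inactive means mean below 10% and not all replicates reach 10%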;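 further: 0% = median of on-plate neutral control wells and 100% = ellipticine 6 µM median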
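material = 68-5-11 XiGFP fibroblast line | medium = DMEM plus 5-aza-dC sensitizer | schedule = 3 days compound exposure | benchmarks = positive control ellipticine, 6 µM final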
Cneo AK release: causes C. neoformans cell lysis. lysis activity, % at 15 µM. AID 651654. adenylate kinase release luminescence, 4 h; normalised: neutral wells 0, clomiphene wells 100. 360,000 tested, 0.2% active;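 active means mean lysis activity across replicates of at least 80%, whatever share of replicates individually reach that level; inactive means mean lysis activity below 80%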
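Material: C. neoformans cells; Schedule: 4 h static compound exposure, 37 °C, read 1 h post-reagent; Measured by: adenylate kinase release luminescence; Read-out: signal increase indicating cell lysis; Controls: Clomiphene as positive lysis control.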
PGC1a acetyl inh: modulators of PGC1a acetylation; 350,000 tested, 0.17% active; U2OS PGC1a acetylation, AlphaScreen anti-acetyl-lysine; with virally co-expressed GCN5 acetyltransferase; inhibition, % at 15.6 µM; AID 651687;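 active means every replicate shows inhibition of at least 40%; inconclusive means mean inhibition at least 40% but some replicate below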;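 further: 0% = neutral control wells and 100% = positive control wells; some results beyond the cut were filed as inactive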
ERAP1 HTS inh: inhibitors of human ERAP1 aminopeptidase | recombinant ERAP1, Leu-AMC fluorescence, 60 min | 340,000 tested, 0.15% active | inhibition, % at 10.7 µM | Q9NZ08 | AID 652197;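 active means mean replicate inhibition of at least 30%, or all replicates individually reaching that 30% level; inactive means mean below 30% and not every replicate reaching it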;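 further: 0% = neutral control wells and 100% = L-leucinethiol positive control wells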
Target sequence (Q9NZ08 whole entry, looked up): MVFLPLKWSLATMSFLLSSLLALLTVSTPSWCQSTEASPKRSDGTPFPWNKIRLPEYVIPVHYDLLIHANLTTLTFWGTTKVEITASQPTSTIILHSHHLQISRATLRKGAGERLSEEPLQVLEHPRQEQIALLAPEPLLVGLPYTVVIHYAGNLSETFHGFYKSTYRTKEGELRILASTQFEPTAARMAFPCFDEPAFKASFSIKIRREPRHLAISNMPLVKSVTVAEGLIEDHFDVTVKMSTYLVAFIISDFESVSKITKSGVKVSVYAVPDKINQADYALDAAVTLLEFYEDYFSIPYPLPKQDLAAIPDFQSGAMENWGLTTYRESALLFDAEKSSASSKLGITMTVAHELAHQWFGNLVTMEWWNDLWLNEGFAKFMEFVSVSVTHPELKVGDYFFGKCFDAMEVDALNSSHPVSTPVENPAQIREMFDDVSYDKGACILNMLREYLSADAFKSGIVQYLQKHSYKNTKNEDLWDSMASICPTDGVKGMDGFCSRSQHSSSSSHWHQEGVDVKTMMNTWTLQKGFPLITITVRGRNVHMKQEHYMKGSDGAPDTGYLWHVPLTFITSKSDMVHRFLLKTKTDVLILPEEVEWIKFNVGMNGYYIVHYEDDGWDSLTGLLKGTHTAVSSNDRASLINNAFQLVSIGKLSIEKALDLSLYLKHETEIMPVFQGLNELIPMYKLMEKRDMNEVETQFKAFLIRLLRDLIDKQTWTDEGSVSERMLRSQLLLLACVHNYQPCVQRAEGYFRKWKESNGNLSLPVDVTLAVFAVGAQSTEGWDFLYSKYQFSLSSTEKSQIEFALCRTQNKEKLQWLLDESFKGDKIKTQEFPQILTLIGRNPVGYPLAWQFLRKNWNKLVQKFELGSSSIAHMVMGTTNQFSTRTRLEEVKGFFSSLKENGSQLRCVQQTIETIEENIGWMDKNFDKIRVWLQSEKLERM
C2C12 statin: suppression of simvastatin myotoxicity. rescue of ATP level, % at 7.49 µM. C2C12 myotubes + simvastatin, ATP luminescence, 48 h; scaled: DMSO 0, geranylgeraniol control 100. 330,000 tested, 0.78% active;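 active means mean ATP rescue above about 67%, or every replicate alone reaching that limit, limit read from the data, passing the limit was not always enough; inconclusive means no clear call, values can overlap the other calls; inactive means mean under the limit and some replicate under it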;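 further: myotubes were challenged with 10 µM simvastatin during compound exposure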
LGR2 inh: Drosophila LGR2 receptor signaling inhibition; HEK293 LGR2, CRE-luciferase, bursicon-stimulated, 4 h; inhibition, % at 9.99 µM; 380,000 tested, 0.35% active;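 active means drop in luminescence signal, shown as inhibition above about 50% in the replicate tests, limit read from the data, passing the limit was not always enough; inconclusive means probably only some replicates passing the limit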;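 further: agonist challenge used bursicon conditioned medium at about half maximal strength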
SIRT5 inh: sirtuin-5 (human) deacylase inhibition; inhibition, % at 15 µM; 330,000 tested, 1.1% active; Purified SirT5, succinyl-peptide AMC, trypsin-coupled fluorescence; AID 652115; in the data active means inhibition above about 15%; inconclusive means no clear call, values can overlap the other calls
Active calls of the source: *; ? = inconclusive; · = no result given.

SMILES	S100A4 inh HTS	Xi reactivation	Cneo AK release	PGC1a acetyl inh	ERAP1 HTS inh	C2C12 statin	LGR2 inh	SIRT5 inh
Cc1ccnc(NC(=O)Cc2c(F)cccc2Cl)c1	-1	0.2	-2	6	-2	3	-5	1
COC(=O)c1nc(N)sc1-c1ccccc1	·	·	1	0	·	-3	-4	·
C[C@H](CO)N1C[C@H](C)[C@@H](CN(C)CC2CC2)Oc2c(NC(=O)Nc3ccc(F)cc3)cccc2C1=O	-14	0.2	-8	·	-1	17	9	-3
CCOC(=O)CCC(NC(=O)CCCCCCCC(=O)NC(CCC(=O)OCC)C(=O)OCC)C(=O)OCC (stereo not drawn)	0	0.1	·	·	2	·	·	4
COc1cccc(NC(=O)Nc2cnccn2)c1	1	0.1	·	·	-2	·	-5	-2
CCc1noc(C)c1C(=O)Nc1cc(Cl)ccc1N1CCOCC1	2	-0.2	·	·	-2	·	-15	0
Cc1ccc(S(=O)(=O)c2ccc([N+](=O)[O-])o2)cc1	-5	1.3	·	·	4	·	?	-10
COc1ccc(COC(=O)c2ccc(C)c(S(=O)(=O)N3CCOCC3)c2)cc1F	-6	-0.1	·	·	-8	-21	6	-2
Nn1cc(-c2ccccc2)nc1SCC(=O)NCC1CCCO1 (stereo not drawn)	-1	0.0	·	·	6	·	-3	-3
Cc1ccc(S(=O)(=O)N(C)C[C@H]2OCCCC[C@@H](C)Oc3ccc(NS(=O)(=O)c4ccccc4)cc3C(=O)N([C@H](C)CO)C[C@H]2C)cc1	0	0.1	-4	-18	3	-19	9	19*
COc1ccnc2c1c(=O)n(Cc1c(F)cccc1Cl)c(=O)n2C	8	0.0	1	7	3	10	5	-2
O=C(O)c1ccc2cccc(O)c2n1	1	0.0	6	11	-3	·	7	-3
CCOC(=O)N1CCC(N2CCN(C3CCCC3)C(CCO)C2)CC1 (stereo not drawn)	-1	0.0	·	39	-11	1	11	0
COc1ccc(CCNC(=O)C2CCN(C(=O)c3ccc(C(C)(C)C)cc3)CC2)cc1OC	0	0.0	-1	-2	1	-2	-24	1
CC(C)(C)OC(=O)N1CCC[C@@H]1C(=O)N1CCC[C@H]1C(=O)NCc1ccccc1	-4	0.0	·	·	-1	·	3	·
CCCNC(=O)N1C[C@@H](C)[C@H](OC)CN(C)C(=O)c2cc(NC(=O)CCC)ccc2OC[C@@H]1C	4	0.2	0	-6	0	10	1	1
CNC[C@@H]1Oc2ccc(NC(=O)c3ccncc3)cc2C(=O)N([C@H](C)CO)C[C@@H]1C	-5	-0.6	9	-3	-6	-17	16	4
O=C(c1ccc2nc3ccccc3c(=O)n2c1)N1CCN(Cc2ccc3c(c2)OCO3)CC1	·	·	-2	10	·	27	5	·
CC(=O)NCCCC(=O)NC(CCC(=O)OCc1ccccc1)C(=O)OCc1ccccc1 (stereo not drawn)	-4	0.1	-1	-5	0	5	2	-2
O=C(CCN1C(=O)/C(=C/c2ccccc2Cl)SC1=S)NC1CCS(=O)(=O)C1 (stereo not drawn)	5	0.0	-1	3	2	7	31	-2
CC1CCCCC1NC(=O)Cn1c(=O)cnc2ccccc21 (stereo not drawn)	-4	0.0	3	11	-5	-2	6	8
COC(=O)c1ccccc1NC(=O)CN1CCN(c2ccccn2)CC1	-3	0.2	·	8	-2	·	6	0
O=C(N[C@@H]1CC[C@H](CCn2cc(-c3ccccn3)nn2)O[C@H]1CO)c1ccccc1	7	-0.5	-2	8	-2	-5	10	0
COCCNC(=O)C[C@@H]1C[C@@H]2c3cc(NC(=O)NC4CCCC4)ccc3O[C@@H]2[C@H](CO)O1	2	0.0	14	·	1	5	-2	-6
CO[C@H](CN(C)Cc1ccc2c(c1)OCO2)[C@@H](C)CN(C(=O)Nc1ccc(F)cc1)[C@@H](C)CO	6	0.2	-5	3	0	8	3	0
Cc1ccc(C)c(N2CCN(C3C(=O)Nc4ccccc4-n4nnnc43)CC2)c1 (stereo not drawn)	0	0.1	·	·	·	·	19	0
COc1cccc(CNC(=O)C[C@@H]2C=C[C@H](NC(=O)C3CCC3)[C@H](CO)O2)c1	2	-0.5	-15	-5	-9	-3	-7	-1
CC(C)(C)c1nc(SCC(=O)NNC(=O)c2ccccc2)c2ccccc2n1	2	0.1	19	·	-3	-3	-4	-1
Cn1nnc2c[n+](CC(=O)c3ccc(Cl)cc3)cc(Br)c21	5	0.0	0	3	·	·	6	-3
O=C(Nc1ccc(C(=O)N2CCCC2)cc1)c1cccc(C(F)(F)F)c1	-6	0.0	-1	-3	-3	·	-25	-1
O=C(C[C@H]1C[C@@H]2c3cc(NC(=O)NC4CCCC4)ccc3O[C@@H]2[C@@H](CO)O1)NCc1ccc(Oc2ccccc2)cc1	7	0.0	2	-6	0	-52	10	5
COc1cccc(-c2ncc3ccccc3c2CO)c1	-9	0.1	0	-28	1	2	-6	·
C/C(CC(=O)Nc1ccc(N(C)C)cc1)=N\NC(=O)c1ccc(F)cc1	0	0.1	-3	-3	0	-4	-71	-3
O=C(c1nc2ccc(Cl)cn2c1CNCC[C@@H]1C[C@@H]2C=C[C@H]1C2)N1CCCCCCC1	-8	0.0	2	-14	-4	16	-16	·
O=C(Nc1ccc(C(=O)O)cc1)/C(=C\c1ccco1)NC(=O)c1ccc(Br)cc1	0	0.1	-1	4	0	1	3	24*
CCCC(=O)N1C[C@H]2[C@@H](c3ccccc31)[C@@H](CO)N2C(=O)CC1CC1	-8	0.1	-6	7	-1	-16	-5	2
Clc1ccc2nc(-c3ccccc3)c(CC3CCCCC3)n2c1	-3	0.1	26	-7	2	-1	·	-8
Cc1ccc(OCC(=O)NCc2ccccn2)c(Br)c1	·	·	1	-3	·	16	-25	·
CCOc1ccc(/C=N/NC(=O)C2(O)c3ccccc3-c3ccccc32)cc1	2	0.0	1	·	6	3	14	2
CCOCCc1c(O)nc(SCC(=O)N2CCOCC2)[nH]c1=O	-3	0.0	1	·	-3	3	11	-5
CC(C)(C)c1cc(CCC(=O)NNC(=O)c2ccncc2)cc(C(C)(C)C)c1O	-7	0.1	-1	-11	0	-8	-31	-4
Cc1ccc(-c2ccc3c(c2)O[C@@H](CN(C)C(=O)NC(C)C)[C@H](C)CN([C@H](C)CO)S3(=O)=O)cc1	-16	0.0	-17	-25	3	15	-2	1
CCc1ccc(N2CC(C(=O)Nc3ccc(S(=O)(=O)Nc4nccs4)cc3)CC2=O)cc1 (stereo not drawn)	0	0.1	-3	·	-1	2	6	1
O=C(NCCCN1CCOCC1)[C@@H]1N[C@@H]2c3ccc(C4=CCCCC4)c(=O)n3C[C@@H]2[C@H]1CO	-38	0.0	4	·	3	-2	5	-17
CCC(C)C(=O)Nc1cc(C(=O)OC)ccc1C(=O)OC (stereo not drawn)	2	·	·	-10	-1	·	·	-1
O=C(NCC1CCCCC1)[C@H]1N[C@H]2c3ccc(C4=CCCCC4)c(=O)n3C[C@H]2[C@@H]1CO	17	0.1	2	·	0	9	-22	-1
Cc1ccc(-n2nnc(-c3cccnc3)n2)cc1	3	0.2	-5	·	3	16	-62	0
COc1cc(-n2nc(C)c3c2OC(N)=C(C#N)C3c2ccccc2)c(Cl)c(Br)c1O (stereo not drawn)	·	·	-4	4	·	-3	-2	·
CN(C)CC(=O)Nc1ccc2c(c1)[C@H]1C[C@H](CC(=O)N3CCOCC3)O[C@H](CO)[C@H]1O2	·	-0.1	0	1	·	0	5	·
COc1ccc(Nc2cc(C)nc3nc(C)nn23)c(OC)c1	10	0.3	1	8	·	6	2	·
The list goes on.
SMILES	S100A4 inh HTS	Xi reactivation	Cneo AK release	PGC1a acetyl inh	ERAP1 HTS inh	C2C12 statin	LGR2 inh	SIRT5 inh
O=C(/C=N/O)NCc1cccnc1	-3	·	0	-13	-2	4	4	-4
COc1ccc(-c2csc(Nc3ccccc3)n2)cc1	2	0.1	·	8	9	·	1	-5
CCOC(=O)c1ccc(N2CCOCC2)c(NC(=O)c2c(-c3ccccc3)noc2C)c1	4	0.0	2	-14	0	·	-1	1
COc1ccc(NC(=O)Nc2ccc3c(c2)CC(=O)N([C@@H](C)CO)C[C@@H](C)[C@@H](CN(C)Cc2ccc(Oc4ccccc4)cc2)O3)cc1	·	-0.1	·	8	·	-181	-18	·
S=c1[nH]nc(-c2ccc(Cl)cc2Cl)n1-c1ccc2c(c1)OCCO2	0	0.4	·	3	0	·	·	4
O=[N+]([O-])c1cc([N+](=O)[O-])c(Oc2ccccc2F)cc1NN1CCCCC1	9	0.1	-4	7	0	-13	5	-2
C[C@H](CO)N1C[C@H](C)[C@@H](CN(C)C(=O)CCC(F)(F)F)OCCCC[C@H](C)Oc2ccc(NC(=O)NC3CCCCC3)cc2C1=O	-1	0.1	0	14	-3	·	10	1
CN(Cc1ccccc1)c1nc2c(c(=O)[nH]c(=O)n2C)n1Cc1ccccc1	2	·	-2	·	0	4	-18	-7
CN(Cc1ccco1)c1ncnc2ccc(-c3ccoc3)cc12	-1	0.2	0	·	-2	-5	·	6
CNC[C@@H]1Oc2c(N)cccc2C(=O)N([C@@H](C)CO)C[C@@H]1C	·	0.2	·	4	·	-20	-21	·

SIRT5 inh: what is marked active above.
molecule	S100A4 inh HTS	PGC1a acetyl inh	ERAP1 HTS inh	LGR2 inh	SIRT5 inh
Cc1ccc(S(=O)(=O)N(C)C[C@H]2OCCCC[C@@H](C)Oc3ccc(NS(=O)(=O)c4ccccc4)cc3C(=O)N([C@H](C)CO)C[C@H]2C)cc1	0	-18	3	9	19*
O=C(Nc1ccc(C(=O)O)cc1)/C(=C\c1ccco1)NC(=O)c1ccc(Br)cc1	0	4	0	3	24*

Carrying on.
SMILES	S100A4 inh HTS	Xi reactivation	Cneo AK release	PGC1a acetyl inh	ERAP1 HTS inh	C2C12 statin	LGR2 inh	SIRT5 inh
O=C(C[C@@H]1C[C@H]2c3cc(NC(=O)C4CCOCC4)ccc3O[C@H]2[C@H](CO)O1)NCc1ccc2c(c1)OCO2	10	0.0	-3	-1	0	6	11	-3
COCC(=O)NC[C@@H]1[C@@H](c2ccc(C3=CCCC3)cc2)[C@H](CO)N1C(=O)C1CC1	·	0.4	0	2	·	9	-3	·
Cc1cc(C)n2nc(C(=O)OCC(=O)NCc3ccccc3)nc2n1	1	0.0	1	-4	1	6	1	-2
C[C@@H]1CN([C@@H](C)CO)C(=O)c2cccc(NC(=O)Nc3ccc4c(c3)OCO4)c2O[C@@H]1CN(C)C(=O)Nc1ccc2c(c1)OCO2	-19	1.8	35	-7	0	12	1	2
O=C1COc2ccc(S(=O)(=O)Nc3cccc(Cl)c3)cc2N1	-4	0.1	-1	-2	1	0	-18	1
Cc1cc(-c2nn(C)c(=O)c3ccccc23)cc(C)c1O	7	-0.1	7	-1	-2	-4	-4	1
CCCSc1nc2c(c(=O)n(C)c(=O)n2C)n1C	-4	-0.1	·	·	3	·	-1	5
Cc1ccc(SC(C)C(=O)N2CCC(C(N)=O)CC2)cc1 (stereo not drawn)	11	0.1	·	-7	2	·	3	-16
Nc1cc(S(=O)(=O)N2CCCCC2)ccc1Oc1ccccc1	1	0.0	·	·	-1	·	10	-4
CC(=O)Nc1ccc(S(=O)(=O)NCCSCc2ccccc2Cl)cc1	0	0.1	·	·	4	·	4	-4

The list is partial, so the mix of outcomes need not match the whole.
